SMARCA2 activ: activators of SMARCA2 function | MG213 cells, MMTV-luciferase reporter, dexamethasone, overnight | activation, % at 9.1 µM | actives 1% (n = 370,000) | AID 652017; in the data active = activation above about 7.8%;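 also: 0% = vehicle wells and 100% = reference activator wells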
ADAM10 inh: inhibits human ADAM10; O14672; recombinant ADAM10, EDANS/DABCYL FRET peptide cleavage, 3 h; inhibition, % at 7 µM; actives 0.62% (n = 370,000); AID 720582;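 active = inhibition above a per-campaign cutoff equal to the mean of compounds falling between control-based bounds plus 3 SD, cut at about 20% in these data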;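 also: 0% = DMSO wells while the 100% control is not disclosed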
Target sequence (O14672 214-748 limits assumed): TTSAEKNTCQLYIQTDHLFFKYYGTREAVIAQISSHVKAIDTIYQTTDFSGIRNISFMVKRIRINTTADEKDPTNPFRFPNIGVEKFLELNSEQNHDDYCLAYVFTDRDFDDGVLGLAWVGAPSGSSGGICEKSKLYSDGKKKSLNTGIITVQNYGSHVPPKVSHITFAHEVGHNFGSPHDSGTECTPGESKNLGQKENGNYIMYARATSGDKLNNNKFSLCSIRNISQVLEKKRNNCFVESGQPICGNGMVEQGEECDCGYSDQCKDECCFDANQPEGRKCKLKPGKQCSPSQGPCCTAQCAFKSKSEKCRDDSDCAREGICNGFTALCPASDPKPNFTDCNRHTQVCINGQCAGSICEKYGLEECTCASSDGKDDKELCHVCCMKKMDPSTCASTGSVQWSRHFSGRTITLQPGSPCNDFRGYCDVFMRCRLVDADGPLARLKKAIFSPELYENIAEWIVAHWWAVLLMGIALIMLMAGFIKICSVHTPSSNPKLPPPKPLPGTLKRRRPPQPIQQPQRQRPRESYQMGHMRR
FXN GAA850 act: frataxin GAA850 promoter activation | HEK293 lucGAA850 FXN promoter luciferase reporter, 24 h; percent of 10 µM SAHA response | activation, % at 6 µM | actives 0.56% (n = 360,000) | AID 540364;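 active = activation above the average of all compounds screened plus 3 SD, cutoff fixed separately per campaign, cut at about 7.5% in these data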;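 also: 0% = DMSO wells and 100% = 10 µM SAHA wells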
DAX1 inh-1: blocks DAX1 repression of SF-1 activated StAR promoter; HEK293T StAR-luciferase reporter, SF-1/DAX-1 repression relief; actives 1.1% (n = 370,000); AID 652010; inhibition, % at 6.8 µM;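 active = inhibition above the mean over all tested compounds plus 3 SD, cut at about 3.6% in these data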;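 also: 0% = DAX-1 cells with DMSO and 100% = cells lacking DAX-1 with DMSO; higher inhibition means more luminescence from relief of DAX-1 repression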
HGIII-sPLA2 inh: Inhibits HGIII-sPLA2 liposome hydrolysis, primary screen. QFRET BODIPY PC-A2 liposome hydrolysis, fluorescence. actives 0.56% (n = 370,000). Q9NZ20. inhibition, % at 12.2 µM;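 active = inhibition above mean plus 3 SD of compounds lying within the high and low control bounds, cut at about 19% in these data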;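 also: 0% = median of test compound wells and 100% = no enzyme DMSO wells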
hcDAF12 agonist: activators of H. contortus DAF-12 nuclear receptor | AID 652067 | HEK293 hcDAF-12 lit1-tk-luc reporter, luminescence; 0% DMSO, 100% Δ7-dafachronic acid | actives 1.4% (n = 370,000) | activation, % at 6.8 µM;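 active = activation above the mean of all tested compounds plus 3 SD, cut at about 5.5% in these data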;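 also: 100% = response to 3 µM Δ7-dafachronic acid high control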
hgDAF-12 ag: agonists of H. glycines DAF-12 nuclear receptor; actives 1.8% (n = 370,000); HEK293 GAL4-hgDAF12 UAS-luciferase reporter, agonist luminescence; normalized to butyrate control; activation, % at 6.8 µM;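 active = activation above a cutoff set at the mean of all screened compounds plus 3 SD, cut at about 10% in these data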;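 also: 0% = DMSO wells and 100% = sodium butyrate wells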
NPR2 activator: GC-B (human) receptor activation; actives 0.11% (n = 370,000); P20594; activation, % at 10 µM; HEK293-GC-B cells, CNP EC30, cGMP TR-FRET; 0% at EC30 CNP, 100% saturating CNP;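 active = activation at 10 µM reaching about 35% in either raw or pattern-adjusted values, limit read from the data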
ssDAF12 agonist: S. stercoralis DAF-12 activation, primary screen; activation, % at 6.8 µM; actives 1% (n = 370,000); HEK293 ssDAF-12/GRIP1 lit1-tk-luc reporter, luminescence; % of 3 µM dafachronic acid response; AID 652126;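 active = activation above the mean over all tested compounds plus 3 SD, cut at about 0.9% in these data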;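 also: 0% = DMSO-only wells and 100% = 3 µM delta7-dafachronic acid wells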
NPR1 activator: GC-A (human) enzyme activation; activation, % at 10 µM; AID 1671463; HEK293 GC-A cells, cGMP TR-FRET, EC30 ANP; 0% at EC30 ANP, 100% saturating ANP; actives 0.14% (n = 370,000); in the data active = activation above about 40%
DAX1 inh-2: inhibits human nuclear receptor DAX1. P51843. HEK293 Gal4-DAX1 luciferase reporter, luminescence. inhibition, % at 6.75 µM. actives 0.99% (n = 340,000). AID 504766;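 active = inhibition above the mean over all tested compounds plus 3 SD, cut at about 4.2% in these data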;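 also: 0% = DAX1-transfected cells with DMSO and 100% = empty-vector control cells with DMSO; inhibition shows as a rise in luminescence from relieved DAX1 repression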
Target sequence (P51843 207-470 limits assumed): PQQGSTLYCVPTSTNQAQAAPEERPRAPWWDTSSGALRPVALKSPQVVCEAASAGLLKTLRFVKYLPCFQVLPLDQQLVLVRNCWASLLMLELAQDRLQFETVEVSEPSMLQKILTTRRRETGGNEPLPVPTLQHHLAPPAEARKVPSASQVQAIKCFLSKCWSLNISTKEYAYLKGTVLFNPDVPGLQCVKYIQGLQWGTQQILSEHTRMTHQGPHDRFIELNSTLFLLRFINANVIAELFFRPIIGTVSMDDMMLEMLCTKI
Active calls of the source: *; / = no result given.

The opening 4 entries (preview)
No.	molecule	SMARCA2 activ	ADAM10 inh	FXN GAA850 act	DAX1 inh-1	HGIII-sPLA2 inh	hcDAF12 agonist	hgDAF-12 ag	NPR2 activator	ssDAF12 agonist	NPR1 activator	DAX1 inh-2
1	Cc1ccc(-n2ncc3c2CC(C)(C)CC3NC(=O)c2cc[n+]([O-])cc2)cc1 (centres undefined)	-0.3	-5.8	0.9	1.5	-5.5	1.1	4.5	-0.5	-1.4	-0.3	0.9
2	COCCNC(=O)C1CCN(Cc2cccc(OCc3ccccc3)c2)CC1	-2.1	-10.0	1.6	0.4	-0.9	0.9	2.5	-0.5	-1.5	3.9	0.1
3	c1ccc2c(c1)oc1c(NCCCN3CCOCC3)ncnc12	-2.8	-14.6	0.3	0.5	5.8	0.0	-0.5	-0.5	-1.1	-0.4	0.3
4	COc1ccc(NC(=S)NNC(=O)CCn2cc([N+](=O)[O-])cn2)cc1	-0.3	8.1	2.9	0.0	1.8	-1.2	-1.1	-0.4	-0.2	-2.1	0.6

The whole of this part, from the start:
No.	molecule	SMARCA2 activ	ADAM10 inh	FXN GAA850 act	DAX1 inh-1	HGIII-sPLA2 inh	hcDAF12 agonist	hgDAF-12 ag	NPR2 activator	ssDAF12 agonist	NPR1 activator	DAX1 inh-2
1	Cc1ccc(-n2ncc3c2CC(C)(C)CC3NC(=O)c2cc[n+]([O-])cc2)cc1 (centres undefined)	-0.3	-5.8	0.9	1.5	-5.5	1.1	4.5	-0.5	-1.4	-0.3	0.9
2	COCCNC(=O)C1CCN(Cc2cccc(OCc3ccccc3)c2)CC1	-2.1	-10.0	1.6	0.4	-0.9	0.9	2.5	-0.5	-1.5	3.9	0.1
3	c1ccc2c(c1)oc1c(NCCCN3CCOCC3)ncnc12	-2.8	-14.6	0.3	0.5	5.8	0.0	-0.5	-0.5	-1.1	-0.4	0.3
4	COc1ccc(NC(=S)NNC(=O)CCn2cc([N+](=O)[O-])cn2)cc1	-0.3	8.1	2.9	0.0	1.8	-1.2	-1.1	-0.4	-0.2	-2.1	0.6
5	O=C(/C=C/c1ccc2c(c1)OCO2)NCc1ccco1	2.0	-197.9	1.7	1.5	19.9*	2.9	7.7	2.3	-0.5	6.4	2.8
6	COc1cc(C(=O)Nc2ccc(-c3nc4cc(C)ccc4o3)c(O)c2)cc(OC)c1OC	-2.9	-17.1	1.4	-0.1	5.5	-1.8	-1.3	2.7	-0.8	7.5	0.9
7	COc1cc2cc(CN(CCCN3CCOCC3)C(=O)Nc3ccc(F)cc3)c(=O)[nH]c2cc1OC	-2.0	-258.9	-1.8	-0.6	5.2	0.8	-0.4	1.5	-1.4	1.8	0.4
8	COc1ccnc(Oc2ccc(C)cc2)c1C#N	0.0	0.5	2.8	0.4	5.3	0.4	3.2	0.9	-0.8	0.4	-0.6
9	O=[N+]([O-])c1cc(Cl)ccc1-c1nc(-c2ccccc2)no1	1.0	12.7	5.0	4.7*	16.0	11.1*	24.8*	0.6	4.0*	25.7	4.5*
10	CCOC(=O)c1ccc(-n2c(CCC(=O)O)ccc2-c2ccc(F)cc2)cc1	1.2	0.9	0.4	0.1	-73.4	-0.8	-0.8	-1.4	-0.6	-1.4	-1.1
11	COCCNC(=O)CN(C(=O)CCC(=O)Nc1cc(C)on1)c1ccc(C)cc1C	0.7	-3.6	1.1	0.2	-3.5	-0.1	0.8	19.4	-0.8	1.4	-0.8
12	Cc1[nH]c2ccccc2c1C(=O)COC(=O)C(C)C	3.0	2.3	0.2	0.3	-1.4	-0.9	1.0	-1.8	-1.2	1.6	-0.9

Next section.
No.	molecule	SMARCA2 activ	ADAM10 inh	FXN GAA850 act	DAX1 inh-1	HGIII-sPLA2 inh	hcDAF12 agonist	hgDAF-12 ag	NPR2 activator	ssDAF12 agonist	NPR1 activator	DAX1 inh-2
13	O=C(CN1CCCc2ccccc21)N/N=C/c1ccccc1	0.9	-8.1	1.5	0.6	-1.4	3.9	1.0	-2.7	0.4	-0.3	1.9
14	COc1cccc(S(=O)(=O)Nc2cccc(C(=O)N3CCCC3)c2)c1	-3.0	-12.7	0.3	-0.2	2.5	-0.4	-0.6	-2.5	-0.8	-0.6	-0.4
15	O=C(O)CCc1ccc(-c2ccccc2)n1-c1cccc(O)c1	0.8	-29.6	0.7	-0.5	-60.0	1.3	1.6	4.0	-1.5	0.7	-0.4
16	CCc1nc2c(OCc3c(C)noc3C)cccn2c1N(C=O)Cc1ccc(OC)cc1	-4.3	-15.6	-4.2	-1.0	5.2	-1.6	-4.7	7.6	-1.2	1.8	/
17	C/C(Cn1nnc([N+](=O)[O-])n1)=N\NC(=O)c1ccncc1	-3.4	-4.6	-0.3	-1.1	-3.0	-1.2	-2.9	-3.9	-1.2	-2.5	-0.7
18	O=C(O)COc1c(-c2ccco2)oc2ccccc2c1=O	-1.3	-258.6	1.4	0.0	0.5	-0.9	0.1	1.9	-1.2	0.1	0.0
19	C#CCn1c(O)c(N=NC(=O)C(O)c2ccccc2)c2ccccc21 (centres undefined)	-0.2	17.9	2.4	0.8	1.1	-0.7	2.2	-10.6	-1.6	0.3	-1.9
20	O=[N+]([O-])c1ccc(N/N=C/c2ccc(OCc3cccc4ccccc34)cc2)nc1	4.8	1.7	4.3	0.4	5.1	2.2	9.6	1.2	0.2	4.1	0.7
21	O=C(c1ccccc1F)N1CCN(C(=O)C2CC2)CC1	-2.2	-0.4	-0.5	2.2	4.6	0.9	0.0	-1.3	-0.7	-1.0	0.8
22	O=C(NCCc1ccccc1)C1CCN(C(=O)NCc2ccccc2)CC1	-0.6	8.6	-1.7	-0.1	2.3	-1.6	-0.2	2.1	-1.4	2.2	0.1
23	COc1ccc(S(=O)(=O)N=N/C=C2\C=CC=CN2O)cc1OC	1.0	-11.8	0.9	0.7	15.8	0.1	1.5	0.3	-0.7	-0.3	-0.4
24	Cc1ccc2nsnc2c1NC(=O)c1ccc([N+](=O)[O-])cc1	-3.2	-2.7	1.6	-1.0	11.5	0.6	-0.2	0.7	-0.2	4.5	-1.6

(cont.)
No.	molecule	SMARCA2 activ	ADAM10 inh	FXN GAA850 act	DAX1 inh-1	HGIII-sPLA2 inh	hcDAF12 agonist	hgDAF-12 ag	NPR2 activator	ssDAF12 agonist	NPR1 activator	DAX1 inh-2
25	COC(=O)CNC(=O)C1CCN(C(=O)OCc2ccccc2)CC1	-3.5	16.1	-1.3	0.4	0.5	-0.3	1.7	-1.8	-1.2	-1.1	1.1
26	CC(=O)Cc1nsc(NC(=O)c2cc(-c3ccccc3Cl)oc2C)n1	1.8	-9.3	0.2	0.1	-42.3	-3.8	-2.8	-1.8	-1.9	0.2	0.1
27	CC1CC(C)CN(CCCNC(=O)C2CCCN(c3ncnc4c3nc3n4CCCCC3)C2)C1 (centres undefined)	2.7	-2.9	0.2	0.1	1.5	-0.7	0.8	-14.4	-1.2	-4.1	-0.4
28	Cn1c(=O)c(=O)n(C)c2cc(S(=O)(=O)N3CC(=O)N(CCc4ccccc4)C(=O)C3)ccc21	2.9	4.8	0.9	-0.3	2.1	-0.9	2.9	-4.2	-1.4	-6.1	0.5
29	CCN1c2cccc3cccc(c23)S1(=O)=O	1.8	-315.0	3.9	-0.1	-1.7	-0.9	-2.0	-1.0	-1.2	5.3	1.4
30	COc1cc(/C=N/NC(=O)CCN2CCN(Cc3ccccc3)CC2)cc(OC)c1OC	0.9	1.2	-1.0	-0.8	-1.8	-0.2	0.8	7.4	-1.1	1.9	-0.2
31	CCCCCCCCN1C(=O)[C@@H](CC(=O)NCCc2ccccc2OC)C[C@@]2(C(=O)OC)C1=C[C@H](C(C)(C)C)O[C@@H]2C	2.6	-4.5	/	-0.2	4.9	-0.9	-2.2	7.0	-1.4	4.4	/
32	COc1ccc(NC(=O)Cn2nc(C(F)(F)F)c3c2CCCC3)cc1OC	-3.9	9.9	-1.7	-1.6	-7.2	-2.3	-3.5	3.3	-2.0	2.0	-1.9
33	CC(C)CC(=O)NS(=O)(=O)c1ccc(N)cc1	0.5	-0.4	0.2	-0.5	-2.7	4.7	-1.0	-2.0	0.3	0.3	-0.5
34	O=C(Nc1ccc(F)cc1)c1cncs1	-1.6	-10.5	2.7	-0.2	0.2	3.5	3.2	1.3	-1.0	5.7	1.4
35	CN(C)C(=O)c1cn(-c2ccccc2)nc1-c1cccc([N+](=O)[O-])c1	-0.9	-18.1	1.3	-0.5	2.4	2.1	1.2	2.9	-1.1	0.7	-1.1
36	CC(=O)c1cccc(NC(=O)C(C)N(C)CC(=O)Nc2ccc(Cl)cc2)c1 (centres undefined)	-3.7	4.5	-1.4	-0.8	-12.9	-2.5	1.1	-10.2	-1.6	-7.5	0.1

Other records follow:
No.	molecule	SMARCA2 activ	ADAM10 inh	FXN GAA850 act	DAX1 inh-1	HGIII-sPLA2 inh	hcDAF12 agonist	hgDAF-12 ag	NPR2 activator	ssDAF12 agonist	NPR1 activator	DAX1 inh-2
37	CSc1ccccc1-c1nnc(-c2ccc(C)cc2)o1	-0.9	-38.7	5.4	3.4	-8.7	10.3*	14.5*	0.9	1.7*	-2.0	2.1
38	CCOC(=O)C(C)NC(=O)Cn1ncc2c(=O)oc3ccc(C)cc3c21 (centres undefined)	-0.3	4.2	1.3	0.5	2.0	-0.5	9.5	-1.1	-1.1	-0.2	1.1
39	CC1CN(c2ccccn2)C(C)CN1C(=S)Nc1ccccc1 (centres undefined)	2.4	-15.1	-0.5	-0.5	4.2	-0.8	3.5	2.2	-1.5	2.9	1.6
40	Cc1cc(C)c(C)c(S(=O)(=O)N2CCC(C(=O)Nc3ccc(S(=O)(=O)N4CCOCC4)cc3)CC2)c1C	-3.0	11.6	-1.2	-3.5	-34.2	0.0	-2.4	5.5	-1.5	-0.9	-1.2
41	COc1ccc(Cn2c(C)c(C)c(C#N)c2NC(=O)Nc2cccc(Cl)c2)cc1	2.2	2.6	1.8	-0.5	-6.3	0.5	1.5	-14.2	-1.3	-6.4	0.4
42	CCOC(=O)C1=CCN(S(=O)(=O)c2ccccc2C)C1c1cccc(Br)c1 (centres undefined)	-2.8	-8.5	/	-2.1	-4.4	-1.5	-1.7	-8.9	-1.0	-13.4	/
43	CCOCCOC(=O)C1=C(C)NC2=C(C(=O)CC(c3cccs3)C2)C1c1ccsc1 (centres undefined)	-1.6	-143.1	-0.3	-0.5	8.8	0.0	-2.5	-7.3	-0.7	-2.0	-2.2
44	CC(=O)c1ccc(N=Nc2ccc(N)cc2)cc1	1.3	6.0	-2.2	2.4	18.3	5.3	10.0	1.3	0.1	3.6	-5.6
45	Cc1[nH]c2ccccc2c1C(=O)C(C)OC(=O)c1ccc(Cl)nc1 (centres undefined)	-5.8	-4.1	1.1	0.5	-1.0	-0.8	0.0	-13.0	-0.7	1.7	-1.8
46	COc1ccc(CC(=O)N2CCc3cc(OC)c(OC)cc3C2O)cc1OC (centres undefined)	1.6	-63.8	0.3	-0.2	-0.6	-2.2	2.1	4.4	-1.4	6.3	-0.3
47	Cc1ccc(C(=O)OC2CCCN(C)C2)cc1 (centres undefined)	-0.9	1.2	1.5	1.1	6.3	-0.5	4.3	0.0	-0.8	-1.2	1.9
48	C=CCOC(=O)C1=C(C)NC(=O)NC1c1ccc2c(c1)OCO2 (centres undefined)	2.0	2.0	2.5	0.3	-1.8	-2.6	1.0	-1.6	-1.7	-3.5	0.8
